# p97 ATPase inh: human p97 ATPase inhibition; P55072; recombinant p97 ATPase, Kinase-Glo ATP luminescence, 3 h; inhibition, % at 8 µM; 220,000 tested, 0.42% active; AID 1481; in the data active = inhibition above about 15%;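 note: 0% = DMSO vehicle and 100% = wells lacking enzyme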
# eIF4E-4G inh: eIF4E/eIF4G interaction inhibition in translation initiation; P63073+Q04637; TR-FRET eIF4E-eIF4GI(517-606) binding, 2 h; inhibition, % at 21.7 µM; 220,000 tested, 0.37% active; AID 782;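 active = inhibition above about 30%, limit read from the data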;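 note: 0% = full FRET control wells and 100% = background wells lacking eIF4GI fragment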
# Rad51 HR inh: Rad51 (human) homologous recombination inhibition. Q06609. hRad51 DNA strand exchange, fluorescence dequenching. inhibition, % at 10 µM. 200,000 tested, 0.085% active;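 active = inhibition above 40% at the single screening dose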;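 note: 0% = DMSO control wells and 100% = blanks with heterologous ssDNA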
#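 System: human Rad51 nucleoprotein filaments preassembled on unlabelled ssDNA. Reagent: labelled 47-mer dsDNA for strand exchange. Schedule: 30-min compound preincubation and 15-min exchange, both room temperature. Measured by: FRET fluorescence dequenching, excitation 485 nm, emission 520 nm. Read-out: Fluorescence-based percent inhibition, control- and blank-normalised. Benchmarks: plate controls and plate blanks.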
# 14-3-3 Bad inh: disrupts binding of bovine 14-3-3 zeta to phospho-Bad peptide | 220,000 tested, 0.71% active | P63103 | TR-FRET 14-3-3zeta/Dy647-pBad peptide displacement, 1 h | inhibition, % at 21.7 µM;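 active = inhibition above about 70%, limit read from the data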;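 note: 0% = full 14-3-3 plus peptide FRET controls and 100% = background without 14-3-3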
# KLK5 inh: blocks human kallikrein 5 protease activity. Q9Y337. inhibition, % at 5 µM. recombinant hK5, fluorogenic AMC substrate cleavage. 210,000 tested, 0.59% active;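 active = inhibition of 40% or more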;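 note: 0% = enzyme controls without compound and 100% = no-enzyme blanks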
# Target sequence (Q9Y337 67-293 limits assumed): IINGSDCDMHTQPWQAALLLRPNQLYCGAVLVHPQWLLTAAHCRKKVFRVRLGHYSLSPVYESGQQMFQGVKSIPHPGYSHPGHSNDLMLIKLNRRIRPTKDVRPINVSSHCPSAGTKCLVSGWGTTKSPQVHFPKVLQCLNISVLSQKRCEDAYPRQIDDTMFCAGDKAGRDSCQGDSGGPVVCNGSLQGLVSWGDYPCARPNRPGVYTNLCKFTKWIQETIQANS
# FXIa inh 1536: blocks human coagulation factor XIa protease activity. P03951. purified FXIa, Boc-Glu-Ala-Arg-AMC fluorogenic substrate. inhibition, % at 5 µM. 220,000 tested, 0.14% active. AID 798;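 active = inhibition of at least 40%; inactive = inhibition below 40%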;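 note: fluorescence of freed AMC excited at 355 nm; 0% = enzyme without compound and 100% = no enzyme blank; many of its hits are not listed in these tables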
# MDM2 E3 inh: blocks human Mdm2 ubiquitin ligase activity. cell-based MDM2 ubiquitination luciferase reporter, 2 h; 0 = plate control, 100 = twice control, blank-subtracted. signal enhancement, % at 5 µM. 210,000 tested, 0.11% active;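 active = signal enhancement of 30% or more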;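 note: luminescence tracks abundance of the self-degrading MDM2-luciferase fusion protein; higher signal means inhibition of MDM2 E3 ligase activity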
#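 Test system: mammalian cells stably expressing self-ubiquitinating, self-degrading MDM2 E3–luciferase fusion; Amount: 2000 cells in each well; Medium: DMEM; Schedule: 4 h settle plus 2 h compound, 37 °C; Technique: SteadyLite luciferase luminescence after 15 min room-temperature reagent incubation; Benchmarks: plate control and blank wells.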
# Wee1 degr inh: blocks degradation of human Wee1 kinase; HeLa Luc-Wee1K328M stability, luciferase luminescence; 100% = proteasome inhibitor MG132 effect; P30291; reporter increase, % at 5 µM; 220,000 tested, 1.2% active; AID 1321;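 active = activation above the mean of all tested compounds plus 3 SD, set per screening run, cut at about 8.8% in these data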;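 note: cells exposed to compound for 20 h before luminescence read; 0% = DMSO alone and 100% = MG132 at 30 µM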
# Target sequence (P30291 whole entry K328M): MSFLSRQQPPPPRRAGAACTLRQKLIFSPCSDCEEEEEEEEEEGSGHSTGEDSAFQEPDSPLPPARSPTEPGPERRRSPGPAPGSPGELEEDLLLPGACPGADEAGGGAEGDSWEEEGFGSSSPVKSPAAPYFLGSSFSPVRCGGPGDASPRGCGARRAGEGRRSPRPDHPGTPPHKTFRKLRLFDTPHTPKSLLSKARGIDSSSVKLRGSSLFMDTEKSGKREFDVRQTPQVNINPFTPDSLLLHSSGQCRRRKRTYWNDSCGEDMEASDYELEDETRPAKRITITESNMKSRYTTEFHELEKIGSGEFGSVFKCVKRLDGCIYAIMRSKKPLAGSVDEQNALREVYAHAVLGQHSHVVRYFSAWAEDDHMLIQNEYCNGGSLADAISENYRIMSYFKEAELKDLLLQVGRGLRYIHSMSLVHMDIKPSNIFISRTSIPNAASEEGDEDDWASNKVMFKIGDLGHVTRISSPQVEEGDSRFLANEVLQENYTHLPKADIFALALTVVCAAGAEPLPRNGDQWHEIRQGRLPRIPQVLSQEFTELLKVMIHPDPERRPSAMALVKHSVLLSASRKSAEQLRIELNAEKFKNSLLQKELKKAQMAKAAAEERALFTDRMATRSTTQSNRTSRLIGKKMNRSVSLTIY
# FXIIa inh: factor XIIa (human) inhibition. inhibition, % at 5 µM. P00748. purified FXIIa, Boc-QGR-AMC fluorogenic substrate, 2 h. 220,000 tested, 0.3% active. AID 800; in the data active = inhibition above about 40%;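 note: 0% = enzyme with no compound and 100% = blank without enzyme; many of its hits are not listed in these tables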
# The depositor's hits bear a star; . = no result given; [ ] = dose if it differs, or a comment.
SMILES,p97 ATPase inh,eIF4E-4G inh,Rad51 HR inh,14-3-3 Bad inh,KLK5 inh,FXIa inh 1536,MDM2 E3 inh,Wee1 degr inh,FXIIa inh
Cn1c(C(=O)NCCN2CCc3ccccc3C2)cc2c(=O)n(C)c3ccccc3c21,3,-6,-1,-5,-6,-1,-5,1,14
Cc1ccc(-n2cc(CNCCCn3cccn3)c(-c3cccc(C)c3)n2)cc1,4,-2,.,-12,2,4,-15,-2,7
CCCCOc1cccc(C2(C(=O)O)CCCC2)c1,3,1,-4,11,3,8,-41,-2,12
Cc1ccc(CNC(=O)Cn2c(=O)c3sccc3n(Cc3ccc([N+](=O)[O-])cc3)c2=O)cc1,1,10[fluorescence artefact?],.,13,-35,1,.,2,4
Cc1nnc(N2CCOCC2)c2nn(-c3ccccc3)c(C)c12,-1,0,23,6,-5,-1,-19,-1,17
Cc1ccccc1-c1nc(CN2CCCC2c2ccc(F)cc2)c(C)o1 (configuration not stated),-6,1,-8,-6,-7,-4,-7,-3,5
Cc1cc(C(=O)CN2C(=O)C(=O)N(Cc3ccccc3)C2=O)c(C)n1-c1ccc2c(c1)OCCO2,2,5,19,-12,5,-1,-11,2,4
COCCNC(=S)N=Nc1c(O)[nH]c2c(C)cc(C)cc12,0,-2,1,-23,-24,1,-5,1,10
O=C(Nc1ccc2c(c1)OCCO2)NC12CC3CC(CC(C3)C1)C2,0,-1,1,7,-12,19,-12,7,22
COCC(=O)n1nc(-c2ccc(Cl)cc2)nc1NCc1ccc(F)cc1,-2,2,2,1,-9,1,-7,-1,12
CCN1C(=O)/C(=C/N2CC(C)CC(C)C2)SC1=S (configuration not stated),5,-2,6,-4,4,3,-10,3,12
COc1ccc(S(=O)(=O)N2CCOCC2)cc1C(=O)Nc1ccon1,-3,0,8,5,5,8,5,-2,14
CCOC(=O)N1CCC(c2nc(C)sc2C(=O)O)CC1,9,9[fluorescence artefact?],-1,-3[fluorescence artefact?],2,4,.,-1,14
Cc1ccc(NCc2nnc(SCC(N)=O)n2CCc2ccccc2)cc1,1,-2,5,5,-29,1,-9,0,3
CN(C)CCCN(Cc1ccccc1)C(=S)Nc1ccc(F)c(Cl)c1,0,-1,.,-9,22,1,-10,2,9

# The final 6 compounds of the section above are carried over, then new ones follow:
SMILES,p97 ATPase inh,eIF4E-4G inh,Rad51 HR inh,14-3-3 Bad inh,KLK5 inh,FXIa inh 1536,MDM2 E3 inh,Wee1 degr inh,FXIIa inh
COCC(=O)n1nc(-c2ccc(Cl)cc2)nc1NCc1ccc(F)cc1,-2,2,2,1,-9,1,-7,-1,12
CCN1C(=O)/C(=C/N2CC(C)CC(C)C2)SC1=S (configuration not stated),5,-2,6,-4,4,3,-10,3,12
COc1ccc(S(=O)(=O)N2CCOCC2)cc1C(=O)Nc1ccon1,-3,0,8,5,5,8,5,-2,14
CCOC(=O)N1CCC(c2nc(C)sc2C(=O)O)CC1,9,9[fluorescence artefact?],-1,-3[fluorescence artefact?],2,4,.,-1,14
Cc1ccc(NCc2nnc(SCC(N)=O)n2CCc2ccccc2)cc1,1,-2,5,5,-29,1,-9,0,3
CN(C)CCCN(Cc1ccccc1)C(=S)Nc1ccc(F)c(Cl)c1,0,-1,.,-9,22,1,-10,2,9
O=C(Nc1nc2ccsc2c(=O)s1)c1ccc(Cl)cc1,4,-16,10,-54,0,1,-38,2,4
CC1CCCC(C)N1C(=O)Nc1cccc(Cl)c1 (configuration not stated),6,-3,-4,8,-5,0,-16,1,4
Cc1ccc(-c2nnc(SCC(=O)N3CCCc4ccccc43)n2N)cc1,2,9,2,0,-9,5,-11,2,18
O=C(COC(=O)c1ccc(F)cc1)NCCc1ccc(F)cc1,12,2,-4,-4,-4,-5,-3,1,1
Cc1ccc(S(=O)(=O)N(C)C)cc1NC(=O)CN1C(=O)NC(Cc2c[nH]c3ccccc23)C1=O (configuration not stated),6,4,.,-7,-6,-5,-2,-2,-4
Cc1ccc(C(c2nnnn2CC2CCCO2)N2CCN(C)CC2)cc1 (configuration not stated),0,1,.,-2,.,-6,-13,5,12
COc1ccc(S(=O)(=O)N(C)C)cc1NCC(=O)Nc1ccc(Br)cc1F,1,-1,-4,-17,-22,2,-13,-2,11
CCOc1ccc(NC(=O)c2cccnc2Cl)c([N+](=O)[O-])c1,6,26,-3,6,1,2,6,-1,3
CC(C)=CCN1CCN(Cc2cccn2-c2nccs2)CC1CCO (configuration not stated),6,-1,-8,-4,3,-3,7,-1,11
COCC(C)NC(=S)NC(=O)c1cc(S(=O)(=O)N2CCOCC2)ccc1C (configuration not stated),-4,0,-3,2,5,25,-90,1,12
Cc1nn2c3ccccc3n(C)c2nc1=O,0,-7,-2,4,-10,-5,-1,2,3
Cn1c(SCC(=O)N2c3ccccc3Sc3ccc(Cl)cc32)nnc1-c1ccco1,4,3,6,1,-1,-7,-14,2,7
COc1ccc(C2C=C(c3ccc(Br)s3)Nc3ncnn32)cc1OC (configuration not stated),6,-7,-453,2,-33,11,-22,-1,25
CCOC(=O)c1sc(NC(=O)c2sccc2C)cc1C,-14,2,4,-8,-17,-16,-31,4,-1
Cc1[nH]c2ccccc2c1C(=O)CSc1ccc(F)cc1,0,4[fluorescence artefact?],16,-6,-8,19,2,0,12
CC(C)Cc1cc(CN2CCCC(CO)(Cc3cccc(Cl)c3)C2)[nH]n1 (configuration not stated),-1,1,6,-4,0,-2,-4,-2,5
Cc1ccc2c(c1)N(Cc1ccc3c(c1)OCO3)C(=O)C(C)O2 (configuration not stated),-4,-2,-5,7,-8,5,-5,0,10
CCc1ccccc1NC(=O)C1CCN(C(=O)c2ccc([N+](=O)[O-])cc2)CC1,1,2,.,2,-4,-3,-4,-1,0
CNc1nc(Sc2cccc(C(F)(F)F)c2)cc(C(F)(F)F)n1,0,2,0,13,-11,1,-4,1,19
COc1cc2c3nnc(-c4ccc(F)cc4)c-3cn(Cc3cccc(C)c3)c2cc1OC,-8,-4,-24,-20[fluorescence artefact?],5,-6,-23,-2,-2
CCOn1c(=O)c(-c2cccc3ccccc23)[n+]([O-])c2ccccc21,0,0,1,-7,5,2,-8,5,.
Cc1nn(C)c(Oc2ccccc2)c1CCNS(=O)(=O)c1ccc(Cl)cc1,-3,14,3,8,3,16,-23,0,23
Cc1cccc(N(C(=O)c2csnn2)C(C(=O)NC(C)(C)C)c2cccnc2)c1 (configuration not stated),2,-1,-7,-8,-2,-5,-8,0,9
CCOC(=O)C(=O)N/N=C(/c1ccccc1)c1ccc(OC)cc1,1,0,-6,-4,0,0,-5,2,5
C=CCn1c(SCC(=O)NCc2ccco2)nc2sc3c(c2c1=O)CCC3,3,4,-1,-2,-20,7,-8,-3,10
Cc1nc2cccc(C(=O)NCc3ccccc3)c2o1,5,.,-6,.,-12,5,10,1,22
CCOc1ccc(OC(=O)C(CCS(C)(=O)=O)N2C(=O)c3ccccc3C2=O)cc1 (configuration not stated),-7,-4,3,0[fluorescence artefact?],-18,0,-11,2,-1
C/C(=N\NC(=O)c1ccc(CSc2cccc3cccnc23)cc1)C1CCCCC1,2,-4,20,-3,-14,-15,4,3,10
CC(=O)NS(=O)(=O)c1ccc(N2C(=O)c3ccccc3C2=O)cc1,-5,0,-16,40,3,-7,-13,2,-1
Nc1ccc2nc(SCC(=O)N3CCN(c4ccccc4)CC3)sc2c1,7,-11,3,-2,0,-3,-5,4,4
O=C(NCc1ccc(-c2csnn2)cc1)c1cc(Cl)cc(Cl)c1,7,4,10,3,4,5,-16,5,10
COc1ccc(N(CC(=O)NCc2ccco2)S(=O)(=O)c2ccc(C)cc2)cc1,3,4,.,-7,-4,-3,-9,-3,3
CCOc1ccccc1N(CC(=O)O)S(=O)(=O)c1ccc(C)cc1,-3,-4,5,6,-10,1,-24,0,16
CCCCc1[nH]nc2c1C1(C(=O)N(CC)c3ccccc31)C(C#N)=C(N)O2 (configuration not stated),6,-9,2,-10,4,1,-13,-1,11
N/C(=N\OC(=O)C1CC1)c1ccc([N+](=O)[O-])s1,7,2,16,-2,-4,1,2,-1,2
CC(=O)Nc1ccc(N2CCCCC2)cc1,1,-4[fluorescence artefact?],3,-6,-5,5,-8,12*,2
COC(=O)c1ccc(S(=O)(=O)N2CCCN(Cc3cccc(Br)c3F)CC2)n1C,-11,0,24,-2,2,1,-7,0,8
O=S(=O)(NCC1NCCc2ccccc21)c1ccccc1 (configuration not stated),3,-2,7,-13,-9,-5,-11,3,7
CC(=O)Nc1nc(C)c(-c2csc(Nc3ccc(O)cc3)n2)s1,8,5[fluorescence artefact?],1,-7[fluorescence artefact?],-3,5,-7,3,16
C=CCn1c(Cc2nc3ccc(Cl)cc3[nH]2)n[nH]c1=S,6,3,-2,-1,-2,-5,-22,0,17
CC(C)(C)C(=O)N1CCN(c2ccc([N+](=O)[O-])cc2-n2cccc2)CC1,4,-1,.,-3,4,1,-13,-2,7
CCOc1ccc(S(=O)(=O)Nc2cc(Cl)ccc2O)cc1,-4,9,.,0,-6,1,1,1,-1
N#CCC(=O)Nc1ccc(C(=O)NCC(c2ccco2)N2CCCCC2)cc1 (configuration not stated),2,-4,-102,3,-15,-2,-3,1,5
COc1ccc(N2CCN(C(=O)CC(NC(N)=O)c3cccc(Oc4ccccc4)c3)CC2)cc1 (configuration not stated),-1,-3,4,-1,3,-1,-9,-1,12
CCOC(=O)c1c(NC(=O)COC(=O)c2cc(OC)c(OC)cc2[N+](=O)[O-])sc(C)c1C,7,-2[fluorescence artefact?],-2,-20[fluorescence artefact?],-26,-1,0,-2,-2
S=c1[nH]nc(/C=C/c2ccccc2)o1,6,3,-5,-12,-11,-14,-23,2,7
COc1cccc(CSc2nc3sc(C)c(C)c3c(=O)n2Cc2ccco2)c1,0,-6,2,2,0,-2,-16,-2,12
O=C(Oc1cccc2ccccc12)c1cc(Cl)nc2ccccc12,-5,0,-5,4,-2,6,-10,-2,9
Cc1cc(C)n2nc(CC#N)c(C#N)c2n1,3,1,10,-4,-1,2,-12,-1,10
Cn1nccc1C(=O)N1CCN(c2ncccn2)CC1,0,-2,.,-1,17,4,-9,-1,11
CCOC(=O)CC(=O)CSc1nnc2sc3ccccc3n12,-2,0,-4,-3[fluorescence artefact?],6,14,-2,-1,5
COC(=O)c1sc(NC(=O)c2c(OC)cccc2OC)c(C#N)c1C,2,2,6,-9,1,0,-1,3,6
S=C(NCCN1CCOCC1)Nc1ccc(-c2nc3ccccc3[nH]2)cc1,0,3,1,0,-2,-3,-17,0,6
CCOc1ccc(NS(=O)(=O)CC23CCC(CC2=O)C3(C)C)cc1 (configuration not stated),-4,-3,0,4[fluorescence artefact?],0,-3,-4,-1,17
Brc1ccc(-c2ccc(/C=N/Nc3nc(N4CCOCC4)nc(N4CCOCC4)n3)o2)cc1,-2,3,-5,11,7,0,-28,3,5
Cc1ccccc1-c1n[nH]c(=S)o1,-6,-2,.,24,-10,2,-4,1,10
